Lipid storage S3: qHTS Assay for Lipid Storage Modulators in Drosophila S3 Cells | 0.64% of 320,000 active | Drosophila S3 cells, BODIPY lipid droplet fluorescence, 18-24 h; cells fed with added oleic acid | Potency in µM for hits, for the others lipid storage change, negative = inhibition, % at the top dose, mostly 46.1 µM; active = well fitted inhibition curve with a large enough effect in the signal ratio, with a control signal flat, not every such curve was filed as active; inconclusive = small, poorly fitted or top-dose-only effect, or effect the other way, or a change in a side signal; the % refers to the signal ratio
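Drosophila S3 cells got compounds at several concentrations plus oleic acid (400 uM solution). Laser-scanning cytometry with 488 nm excitation read lipid droplets at 500-530 nm and cells at 575-640 nm. Percent activity was relative to 20 uM Triacsin C.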
Lipid storage S3 cell count max: second read-out of Lipid storage S3, no call of its own (marks repeat the call); cell number change, %; measured here: cell count max response;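 cells counted by Cell Tracker Red CMTPX staining in the red channel; peak over a dose series mostly up to 46.1 µM; percent activity relative to internal control wells on each plate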
* marks the source's active call; other numbers are inactive results; i = inactive; ? = inconclusive; . = not tested or not shown; [ ] = dose if it differs, or a comment. % is scaled to controls: 0 for no effect and ±100 for the full control effect; potency is read from the fitted curve at half-maximal effect. These rows are one share of the data, so the mix of outcomes need not match the whole.

The opening two compounds, ahead of the listing:
Value order – Lipid storage S3 | Lipid storage S3 cell count max
- O=C(O)c1ccc(COc2ccc3ccccc3c2)o1
 : 8.7% | -4.5
- CC(=O)C1=C(c2ccccc2)NC(=O)NC1c1ccccc1 (stereo not given)
 : 8.7% | 8.3

All compounds of this part, from the first entry:
Value order – Lipid storage S3 | Lipid storage S3 cell count max
- O=C(O)c1ccc(COc2ccc3ccccc3c2)o1
 : 8.7% | -4.5
- CC(=O)C1=C(c2ccccc2)NC(=O)NC1c1ccccc1 (stereo not given)
 : 8.7% | 8.3
- O=C(COC(=O)C1(c2ccc(Cl)cc2)CCCC1)NCc1ccco1
 : ? | .
- Cc1cccc(-n2c(-c3cccc([N+](=O)[O-])c3)nc3nc4ccccc4nc32)c1
 : 8.2% | 5.7
- COc1ccc(CC(=O)N2CCC(CCC(=O)Nc3ccccc3)CC2)cc1
 : 7.0% | 11.8
- CN(C)c1ccc(NC(=O)CN2CCC(C(=O)c3ccc(F)cc3)CC2)cc1
 : ? | .
- Cc1[nH]c2ccccc2c1-c1csc(NC(=O)CN2CCOCC2)n1
 : ? | .
- Cc1ccc(-n2[nH]c(C)c(/C=N/c3ccccn3)c2=O)cc1
 : ? | .
- Cc1ccccc1Cc1n[nH]c(=S)n1N
 : ? | .
- O=C(O)C(Cc1c[nH]c2ccccc12)NS(=O)(=O)c1cccc(Cl)c1Cl (stereo not given)
 : ? | .
- C=CCn1cc(/C=C2\SC(N3CCOCC3)=NC2=O)c2ccccc21
 : ? | .
- NC(=O)C[n+]1cccc2ccccc21
 : -11.0% | 2.7
- Cc1ccc(N(C(=O)CNC(=O)c2ccco2)C(C(=O)NC2CCCCC2)c2ccncc2)c(C)c1 (stereo not given)
 : ? | .
- O=C(COC(=O)c1ccc(Br)o1)Nc1nc2ccccc2s1
 : ? | .
- COc1ccc(C(C)=O)cc1COC(=O)c1ccc2c(c1)OCO2
 : ? | .
- CCOCCCNC(=O)/C=C1\Sc2ccccc2N(Cc2ccccc2F)C1=O
 : 1.4% | 3.4
- C[C@@H]1CC[C@H]2C(=O)N3[C@@H](CC[C@@H](C)[C@@H]3c3ccc(Br)cc3)C(=O)N2[C@H]1c1ccc(Br)cc1
 : ? | .
- Cc1onc(-c2ccccc2Cl)c1C(=O)Nc1ccc(Br)cc1
 : ? | .
- CCCNC(=O)c1ccccc1NC(=O)c1cccc(-n2cnnn2)c1
 : -2.3% | 0.2
- O=C(NC1CC2CCCC(C1)N2CC(=O)N1CCCc2ccccc21)C1CCCCC1 (stereo not given)
 : 10.1% | -2.5
- O=C(Nc1ccc2c(c1)OCO2)C1CC(c2ccc(Cl)cc2)=NO1 (stereo not given)
 : ? | .
- CC(C)Oc1ccccc1C1CC(=O)Nc2cc3c(cc21)OCO3 (stereo not given)
 : ? | .
- CC(C)(C)n1ncc2c(=O)n(CC(=O)NCc3ccc(F)cc3)cnc21
 : 6.9% | -1.2
- CC(=Nc1ccc(C)cc1C)c1sc2ccccc2c1O
 : ? | .
- CC12C(=O)N(c3nccs3)C(=O)C1C1C=CC2C1 (stereo not given)
 : ? | .
- CN(C(=S)NCCN1CCOCC1)C(c1ccccc1)c1ccccc1
 : ? | .
- Cc1ccc2cc(CN(C(=O)c3cccnc3)C(C)C)c(=O)[nH]c2c1
 : ? | .
- Cc1[nH]n(-c2ccccc2)c(=O)c1C=Nc1cnc2ccccc2c1
 : ? | .
- Cc1cc(N2C(=O)C(O)=C(C(=O)c3ccco3)C2c2ccc([N+](=O)[O-])cc2)no1 (stereo not given)
 : 11.6% | -20.2
- Nc1nc(N)nc(-c2cc(C(F)(F)F)ccc2Cl)n1
 : ? | .

The listing continues.
Value order – Lipid storage S3 | Lipid storage S3 cell count max
- S=c1[nH]nc(C2COc3ccccc3O2)o1 (stereo not given)
 : ? | .
- CC(C)(C)NC(=O)CN(C(=O)Cn1nnc(-c2ccccc2F)n1)c1cccc2c1CCCC2
 : -6.3% | 7.8
- O=S(N1CCc2ccccc21)C12CC3CC(CC(C3)C1)C2 (stereo not given)
 : 0.3% | -28.7
- COc1ccc(CC(=O)NC(C)c2nnc(SCc3nc4ccccc4c(=O)[nH]3)n2C)cc1 (stereo not given)
 : ? | .
- CC(C)(C)n1cc(S(=O)(=O)c2ccccc2)[nH]c1=O
 : ? | .
- O=C(CSC1=Nc2ccccc2C2CC=NN12)Nc1ccc(F)c(F)c1F (stereo not given)
 : ? | .
- CCOC(=O)c1c(C)[nH]c(C(=O)OCC(=O)Nc2cc(Cl)ccc2OC)c1C
 : ? | .
- Cc1ccc(S(=O)(=O)N(CCC(=O)N2CCOCC2)c2ccccc2)cc1
 : ? | .
- COc1ccc(NC(=O)CN(c2ccc([N+](=O)[O-])cc2)S(=O)(=O)c2ccccc2)cc1
 : ? | .
- Cc1ccccc1NC(=O)CCN1C(=O)CSC1=O
 : 0.4% | -14.8
- CC(=O)Nc1cccc(OCCCNS(=O)(=O)c2ccc(C#N)cc2)c1
 : 19.1%[0.369 µM] | 4.7
- COc1ccc(/C=C2\SC(=S)N(CCCC(=O)N3CCN(C)CC3)C2=O)cc1
 : i | -9.5
- O=C(OCCCOC(=O)c1ccc([N+](=O)[O-])o1)c1ccc([N+](=O)[O-])o1
 : ? | .
- O=C(c1ccncc1)N1c2ccccc2Sc2ccccc21
 : ? | .
- Cc1ccc(S(=O)(=O)Nc2ccsc2C#N)cc1
 : 2.6% | 5.5
- CCN(CC)S(=O)(=O)c1ccc(NC(=O)COC(=O)c2cc(S(=O)(=O)Nc3ccc(OC)cc3)ccc2O)cc1
 : ? | .
- Cc1ccc(S(=O)(=O)N2CCOCC2)cc1C(=O)O
 : -4.0% | 1.1
- CC1=C(C(=O)Nc2ccccc2C)C(c2ccc(C)o2)NC(=S)N1 (stereo not given)
 : 6.8% | -1.2
- N#CCCN1CCN(C2=NC(=O)/C(=C\c3cccs3)S2)CC1
 : ? | .
- Cc1cc(NC(=O)/C=C/c2ccccc2)c(C(C)C)cc1O
 : -6.9% | 25.5
- CCOC(=O)c1ccc(NC(=O)CCC(=O)OC)cc1
 : i | .
- CC(C)(Cc1cccc(CC(C)(C)C(=O)O)c1)C(=O)O
 : ? | .
- CC(Oc1ccc2c3c(c(=O)oc2c1)CCC3)C(=O)NC1CCN(Cc2ccccc2)CC1 (stereo not given)
 : -41.5% | .
- Cn1c(N)c(C(=O)COC(=O)c2cc(-c3ccco3)nc3ccccc23)c(=O)n(C)c1=O
 : ? | .
- CC(C)CN(C(=O)CN1CCN(S(=O)(=O)c2ccccc2)CC1)c1c(N)n(CC(C)C)c(=O)[nH]c1=O
 : ? | .
- CCOc1ccc(-n2ccnc(SCC(=O)NC3CCCC3)c2=O)cc1
 : 14.1% | .
- CCOC(=O)c1cc(-c2ccccc2)n(CCC(=O)N2CCN(c3ccccn3)CC2)c1C
 : ? | .
- CN(C)CCN(C(=O)c1cc(Cl)sc1Cl)c1nc2ccc(F)cc2s1
 : 4.2% | -19.0
- Cc1ccc(C(=O)Nc2cc(=O)n(C)c(=O)n2C)o1
 : 1.1% | -5.3
- COc1ccc(C2CC(c3ccc(F)cc3)n3nc(NC(=O)c4ccco4)nc3N2)cc1 (stereo not given)
 : -1.3% | .

(list continues)
Value order – Lipid storage S3 | Lipid storage S3 cell count max
- CCOC(=O)c1ccc(N2CN(CCc3ccccc3)CNC2=S)cc1
 : 14.7% | 5.2
- Cc1[nH]n(C(N)=S)c(=O)c1N=Nc1cccc(C(F)(F)F)c1
 : ? | .
- CCc1sc(C(=O)N2CCN(c3ncccn3)CC2)cc1Br
 : ? | .
- CC(C)(C)OC(=O)NCCCCCNC(=O)c1[nH]cnc1C(=O)Nc1ccc(Cl)cc1
 : ? | .
- COc1ccc(-c2cc(C(F)(F)F)nc(SCCC(=O)Nc3cc(C)on3)n2)cc1
 : ? | .
- N#CCCn1ncn(-c2ccccc2)c1=S
 : ? | .
- O=C1CCC(=O)N1CN(C(=O)c1ccco1)c1ccc(Cl)c(Cl)c1
 : ? | .
- CCn1cnnc1SCC(=O)NCC1COc2ccccc2O1 (stereo not given)
 : ? | .
- Oc1ccc(-c2c(C3=CCCCC3)sc3ccccc23)cc1
 : ? | .
- CCCCn1c(N)c(N(CC)C(=O)c2cccc(S(=O)(=O)N3CCN(C)CC3)c2)c(=O)[nH]c1=O
 : -24.8% | 3.5
- Cc1cc(C)c(C)c(S(=O)(=O)NCCN2CCOCC2)c1C
 : ? | .
- COc1ccccc1C(CNC(=O)CN(C)S(=O)(=O)c1ccc(C)cc1)N1CCCC1 (stereo not given)
 : -22.6% | -9.2
- Cn1cc(/C=N/NC(=O)c2cccc([N+](=O)[O-])c2)c2ccccc21
 : -5.4% | -14.5
- Cc1cc(C(=O)NN=C2CCCCC2)c2ccccc2n1
 : 10.7% | -0.5
- Cc1ccc(S(=O)(=O)N2CCC(=O)N(C(COCc3ccccc3)Cc3ccccc3)CC2)cc1 (stereo not given)
 : -1.7% | 10.0
- CN(Cc1ccc(F)cc1)C(=O)c1cccc(OCc2ccccc2)c1
 : ? | .
- O=C(CNC1=NCCC1)c1ccc(Cl)cc1
 : 1.6% | -15.5
- O=C(CSc1ccc(-c2ccccn2)nn1)c1ccc(F)cc1
 : ? | .
- COc1cc(/C=C(/C#N)C(=O)NCCc2c[nH]c3ccccc23)ccc1OCc1ccccc1F
 : ? | .
- COc1ccc(C2NC(=O)c3ccccc3O2)cc1OC (stereo not given)
 : 4.2% | 10.5
- CN(c1ccccc1)S(=O)(=O)c1ccc2c(c1)oc(=O)n2C
 : -9.6% | 9.1
- CC(C)Oc1ccc(Cn2c(=O)sc3ccccc32)cc1
 : 9.6% | -2.0
- CC(c1ccccc1)N1C(=O)c2cccnc2C1=O (stereo not given)
 : 7.2% | .
- CCc1noc(C)c1C(=O)Nc1cccc(S(=O)(=O)N(C)c2ccccc2)c1
 : i | .
- O=C(NNC(=O)C1CC1c1ccccc1)c1cccc([N+](=O)[O-])c1 (stereo not given)
 : -0.3% | 3.1
- COc1ccccc1OCC(O)Cn1nc(C)cc1C (stereo not given)
 : ? | .
- O=C(CSc1ccsc1[N+](=O)[O-])N1CCN(c2ccc(Cl)cc2)CC1
 : -1.5% | -8.0
- Cc1cc(C)cc(N(CCC#N)C(=O)COC(=O)C2CCN(S(=O)(=O)c3ccc(C)c(C)c3)CC2)c1
 : ? | .
- COc1ccc(CCn2c(C3CCCCC3)nc3c(c(=O)c4ccccc4n3C)c2=O)cc1OC
 : -0.2% | 0.4
- CC(=O)NC12CC3CC(C1)CC(C(=O)N1CCN(S(=O)(=O)c4ccccc4[N+](=O)[O-])CC1)(C3)C2
 : i | 2.1

(further entries)
Value order – Lipid storage S3 | Lipid storage S3 cell count max
- COc1ccc(N2CC(C(=O)N3CCN(C)CC3)CC2=O)cc1 (stereo not given)
 : ? | .
- O=C(NCCCCc1ccccc1)C1CC(c2ccc(C(F)(F)F)cc2)=NO1 (stereo not given)
 : 19.1% | 0.8
- COCCCNS(=O)(=O)c1ccc(S(=O)(=O)N2CCCC2)cc1
 : ? | .
- CC(=O)NC1=C(N(C)C2CCS(=O)(=O)C2)C(=O)c2ccccc2C1=O (stereo not given)
 : ? | .
- COc1ccc(NC(=O)CN(C)C(=O)CSCc2c(C)noc2C)cc1
 : ? | .
- CC(C)(C)OC(=O)N1CCC(CC2CC(c3ccncc3)=NO2)(C(=O)O)CC1 (stereo not given)
 : 5.6% | 6.2
- O=C(c1ccco1)N1CCN(CCCCOc2ccc(F)cc2)CC1
 : ? | .
- Oc1ccc(CNc2ccccc2F)c2cccnc12
 : ? | -25.6
- O=C(NCc1ccc2c(c1)OCO2)c1ccncc1
 : ? | .
- Nc1nc(-c2ccc3c(c2)CCCC3)c(CC(=O)O)s1
 : ? | .
- C/C(N)=C(/C#N)C(=O)COC(=O)CCCNC(=O)c1ccc(Cl)cc1
 : ? | .
- CC(=O)c1cccc(NC(=O)C2CCN(S(=O)(=O)c3ccc(F)cc3)CC2)c1
 : ? | .
- COc1ccc(C(=O)Nc2ccnn2C2CCN(C(C)CSC)CC2)cc1 (stereo not given)
 : i | .
- COc1ccc(-c2cc(C(=O)Nc3cccnc3Cl)no2)cc1OC
 : ? | .
- CC(Sc1nc(N2CCOCC2)nc(N2CCOCC2)n1)C(=O)Nc1ccccc1 (stereo not given)
 : 0.7% | -7.2
- O=[N+]([O-])c1cccc(/C([O-])=C(/C(=S)Nc2cccc3ccccc23)[n+]2ccccc2)c1
 : -4.3% | -9.4
- O=C(Nc1ccc(N2CCCCC2)cc1)c1ccc(F)cc1
 : ? | .
- O=C1C2C3C=CC(CC3)C2C(=O)N1c1ccc2c(c1)OCO2 (stereo not given)
 : 2.9% | -12.7
- NC(=O)c1c(N)sc2c1CCCC2
 : 20.3% | 7.6
- Cc1ccc(OCc2cc(C(=O)N3CCN(c4ccccc4)CC3)no2)cc1C
 : i | 0.9
- CCN(CC)C(=O)c1cc([N+](=O)[O-])cc2c1-c1ccc([N+](=O)[O-])cc1C2=C(C#N)C#N
 : ? | .
- C=CCN(c1ccc(C(=O)Nc2cc(C)cc(C)c2)cc1)S(C)(=O)=O
 : ? | .
- CCCN(C(=O)Cc1nc(N)n[nH]1)C1(C(=O)Nc2c(C)cccc2C)CCCCC1
 : i | .
- Cc1nnc(NC(=O)CSc2n[nH]c(-c3ccccc3)n2)s1
 : ? | .

One compound at a time (already shown). Values in the order: Lipid storage S3, Lipid storage S3 cell count max
Record of Oc1ccc(CNc2ccccc2F)c2cccnc12 = ?, -25.6
Record of Nc1nc(-c2ccc3c(c2)CCCC3)c(CC(=O)O)s1 = ?, .
Record of O=C(NCc1ccc2c(c1)OCO2)c1ccncc1 = ?, .
Record of COc1ccc(N2CC(C(=O)N3CCN(C)CC3)CC2=O)cc1 (stereo not given) = ?, .
Record of COc1ccc(NC(=O)CN(C)C(=O)CSCc2c(C)noc2C)cc1 = ?, .
